High-throughput results deposited in PubChem by National Center for Advancing Translational Sciences (NCATS).
A-T KAP1 phos = candidate therapy for ataxia-telangiectasia | […] A-T fibroblasts, KAP-1 phosphorylation AlphaLISA; neocarzinostatin DNA damage 30 min before lysis | Potency, µM (doses to about 57.5 µM), without a hit: at the highest dose activation, most hits filed as activators | actives 0.19% (n = 320,000) | AID 485349; also: potency is read from the fitted curve at half-maximal effect; % of control where 0% means no effect; nearly all actives have a fitted effect of over 45% in size
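ATM-like activity read as KAP-1 phosphorylation via AlphaLISA donor/acceptor antibody pairs after lysis and 6 hr at 25C. Cells were ATM-null patient fibroblasts ([…], hTERT), dosed 60 min, then exposed to the DSB inducer NCS for 30 min.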
ELG1 repair inh = ELG1-dependent DNA repair inhibition. HEK293T ELG1-luciferase reporter, luminescence, 16 h; DNA damage induced by 5-fluorouridine. Potency, µM (doses to about 46.1 µM), for inactives: at the highest dose activity change, negative = inhibition, hits mostly inhibitors. actives 2.3% (n = 330,000); also: potency is read from the fitted curve at half-maximal effect; % is scaled to controls: 0 for no effect and ±100 for the full control effect; nearly all actives have a fitted effect of over 55% in size
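DMSO vehicle served as the neutral condition. Each well held 2,000 cells given 5-fluorouridine plus compound; after 16 hr at 37 °C/5% CO2, ONE-Glo was added and luciferase measured 30 min later.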
B2AR arrestin = beta2AR (human) beta-arrestin recruitment activity; Potency, µM (doses to about 46.1 µM), without a hit: at the highest dose activation, actives largely listed as activators; actives 0.02% (n = 330,000); beta-arrestin recruitment to beta2AR, cell-based reporter; P07550;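 also: potency is read from the fitted curve at half-maximal effect; 0% = DMSO controls and full agonism = EC100 isoproterenol or metaproterenol; nearly all actives have a fitted effect of over 65% in size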
BRCA1 expr up = activators of BRCA1 expression | MCF7-BRCA1-FFLuc reporter, luminescence, 48 h; response scale: scaled: vehicle 0%, 10 µM genistein 100% | actives 1.1% (n = 380,000) | Potency, µM (top dose mostly 46.1 µM), inactives show at the highest dose activation, most hits filed as activators; also: potency is read from the fitted curve at half-maximal effect; nearly all actives have a fitted effect of over 80% in size; some results filed as inactive show a strong effect at the top dose
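Luminescence from a BRCA1-driven firefly luciferase in MCF7 cells was the read-out, taken 15 min after substrate addition following 48 h compound exposure at 37 °C. Data were normalized to a 10 microM genistein control and DMSO vehicle.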
CXXC DNA block = MLL CXXC-DNA interaction inhibition | actives 0.037% (n = 290,000) | AID 2662 | Q03164 | Potency, µM (highest dose often 115 µM), without a hit: top-dose activity change, negative = inhibition, hits mostly inhibitors | MLL-CXXC / FITC-HOXA9 DNA fluorescence polarization; active = well fitted inhibition curve with a large enough effect in the polarisation, with a control signal flat, not every such curve was filed as active; inconclusive = small, poorly fitted or top-dose-only effect, or effect the other way, or a change in a side signal; inactive = no such curve, though single readings can be large or run the other way; the % refers to the polarisation; also: potency is read from the fitted curve at half-maximal effect
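Fluorescence polarization: 7 uM MLL-CXXC (stock) preincubated 5 min with compounds, then 50 nM fluorescein-HOX-A9 DNA (stock) added; 30 min ambient. Buffer 50 mM Tris-HCl pH 7.5, 50 mM NaCl, 1 mM DTT, 0.05% BSA.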
PTAP TSG101 blk = blocks PTAP/TSG101 interaction to inhibit HIV-1 budding | Q99816 | 340,000 tested, under 10 active | AID 493005 | Potency, µM (highest dose often 115 µM), for inactives: top-dose activity change, negative = inhibition, hits mostly inhibitors | Fluorescence polarization, FITC-PTAP peptide / Tsg101 binding; active = well fitted inhibition curve with a large enough effect in the main read-out, with a control signal flat, not every such curve was filed as active; inconclusive = small, poorly fitted or top-dose-only effect, or effect the other way, or a change in a side signal; inactive = no such curve, though single readings can be large or run the other way; also: potency is read from the fitted curve at half-maximal effect; % of control where 0% means no effect
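Compounds were pin-transferred onto Tsg101 binding domain (10 uM final) in HEPES pH 7.5 buffer, then FITC-PTAP peptide was added at 50 nM final. After 20 min at RT, polarization reported peptide displacement across a qHTS concentration series.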
p53 reactivation = re-activators of mutant p53. AID 504706. Potency, µM (highest dose often 92.2 µM), without a hit: at the top dose activity change, positive = activation, hits mostly activators. H1299 p53-A138V BP100-luciferase reporter, luminescence, 24 h. actives 0.063% (n = 320,000); also: potency is read from the fitted curve at half-maximal effect; % of control where 0% means no effect; nearly all actives have a fitted effect of over 45% in size
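p53-null H1299 cells stably carrying temperature-sensitive p53-A138V and a BP100-luciferase reporter were pinned with compounds (4-point, 1:5 series) and held 24 hrs at 37 deg C. Luminescence was read 10 min after detection reagent.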
TRPV1 ag = activates the human vanilloid receptor TRPV1; TRPV1-expressing cells, Fluo-8 calcium influx, agonist mode; activation, % at 8.33 µM; actives 0.19% (n = 320,000); in the data active = activation above about 80%; inconclusive = between about 30% and that limit; also: 0% is about no effect
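TRPV1-expressing cells were cultured overnight at 35.5C and loaded with Fluo-8 calcium dye for 40 to 90 min at room temperature. After a 10 s baseline, compound was added and calcium influx was read kinetically for 3 min (ex 480/em 520 nm).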
a7 integrin act = integrin-mediated muscular dystrophy alleviation activation. alpha7betagal myoblasts, beta-gal FDG fluorescence, 48 h. Potency, µM (highest dose often 38.3 µM), inactives show at the highest dose activation, hits mostly activators. actives 0.064% (n = 350,000). AID 624291;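 also: potency is read from the fitted curve at half-maximal effect; 100% = response of the positive control SU9516; nearly all actives have a fitted effect of over 60% in size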
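alpha7betagal+/- myoblasts (passage 13, 250/well) treated 48 h at 37C with compounds at 1:260 dilution of DMSO stock. Lysed, then beta-galactosidase activity read as FDG fluorescence (ex 480/em 540) after 30 min, with pre-read for autofluorescence.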
TCR activator = T cell receptor activation. 330,000 tested, under 10 active. Potency, µM (top dose mostly 9.22 µM), for inactives: top-dose activation of IL-2 secretion, hits mostly activators. primary human leukocytes, anti-CD3, IL-2 HTRF, 48 h. AID 504894; also: % of control where 0% means no effect
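Primary human leukocytes incubated 48 hr with anti-CD3 beads plus compound, without co-stimulation. Secreted IL-2 measured by HTRF (europium cryptate/d2 anti-IL-2 pair, 320 nm excitation, 665 nm emission).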
Active calls of the source: *; ? = inconclusive; / = not tested or not shown; [ ] = another dose, or the depositor's remark. Unless noted, calls follow the shape of the dose curve; as a rule, active = well fitted curve in the direction sought with a large enough effect; inconclusive = small, poorly fitted or top-dose-only effect, or another doubt; inactive = no such curve, though single readings can be large; an effect the other way counts as inactive or inconclusive. The order is random. About 3.8% of those tested had a hit in this group.

SMILES	A-T KAP1 phos	ELG1 repair inh	B2AR arrestin	BRCA1 expr up	CXXC DNA block	PTAP TSG101 blk	p53 reactivation	TRPV1 ag	a7 integrin act	TCR activator
Cc1ccc2nc(NC(=O)COC(=O)c3ccc(Br)o3)sc2c1	8%	?	?	60%	-2%	1%	?	3	-10%	0%
Cc1ccc(N2C(=O)c3sc4nnc(C)c(=O)n4c3C2=O)cc1	0%	-9%	-0.3%	-18%	8%	-4%	-4%	-1	-17%	-4%
CCc1ccc(OCC(=O)O/N=C(\N)c2ccncc2)c(Br)c1	-4%	?	0.2%	?	0%	-2%	?	2	0%	-1%
CC1CC(C)CN(c2nc3c(c(=O)n(C)c(=O)n3C)n2C)C1 (stereo unspecified)	2%	-2%	4.8%	-13%	-6%	-9%	8%	6	7%	2%
COC(=O)c1sccc1NC(=O)Nc1ccc(C(C)=O)cc1	9%	?	0.0%	8%	-10%	0%	?	?	2%	-5%
CC1CN(CC(=O)Nc2ccc(S(N)(=O)=O)cc2)CC(C)O1 (stereo unspecified)	-27%	-1%	0.3%	-10%	21%	-4%	8%	-1	5%	3%
CCOC(=O)c1cccc(Nc2nc(C)cc(C)n2)c1	-6%	?	-0.1%	?	1%	0%	?	0	0%	0%
CCc1ccc2nc(SCC(=O)NCC3CCCO3)c(C#N)cc2c1 (stereo unspecified)	-5%	?	-0.2%	33%	10%	3%	7%	2	-14%	-5%
Cc1cc(C)n2ncc(C(=O)NC3CCCCC3)c2n1	3%	-1%	0.0%	0%	-4%	-4%	-1%	2	17%	2%
CCN1C(=O)N(CC)C(O)(c2ccccc2)C1(O)c1ccccc1 (stereo unspecified)	5%	0%	0.1%	-1%	-9%	1%	-7%	2	12%	-6%
O=C(O)CCCC(=O)Nc1ccc(Cl)cc1	0%[11.5 µM]	4%	0.3%	-20%	14%	-9%	-1%	1	-15%	1%
O=C1C2CCCN2C(=O)N1CCN1CCN(c2cccc(C(F)(F)F)c2)CC1 (stereo unspecified)	/	/	/	-17%	/	0%	/	/	-5%	6%
COc1cccc(CNCc2ccccc2Br)c1OC	-4%	0%	-0.3%	39%	-13%	0%	/	1	1%	/
CC1=C(/C=C/C(C)=N\NC(=O)c2ccncc2)C(C)(C)CCC1	-4%	-8%	-0.1%	-23%	26%	-4%	-3%	?	-44%	-2%
COc1cc(CN(CCN(C)C)Cc2ccccc2)ccc1OCc1ccccc1	7%	9%	-0.9%	-68%	0%	2%	/	2	-57%[inhibitor]	/
Cc1ccc(C2(c3ccccc3)NC(=O)N(CC(=O)NC3(C#N)CCCC3)C2=O)cc1C (stereo unspecified)	-1%	-2%	0.2%	-7%	/	1%	-16%	4	-24%	3%
CN(CCOc1ccc(Cl)cc1)C(=O)c1cccc(S(=O)(=O)N2CCN(Cc3ccccc3)CC2)c1	/	/	/	-39%	/	0%	/	/	-41%	-3%
COc1cccc(C(=O)Nc2ccccc2C(=O)NC2CC2)c1	23%	10%	-0.3%	9%	10%	1%	-4%	18	24%	6%
Cc1cccc(N(C(=O)CCC(=O)Nc2cccnc2)C(C(=O)NC2CCCC2)c2ccncc2)c1 (stereo unspecified)	/	1%	-0.5%	-10%	-16%	-6%	-7%	2	-27%	0%[46.1 µM]
Cn1nnc2cc(C(=O)Nc3cccnc3)ccc21	-6%	21%	-0.5%	1%	14%	-5%	6%	2	20%	0%
O=C(N/N=C/c1ccc2c(c1)OCO2)c1sc2cccc(Cl)c2c1Cl	13%	-8%	-0.3%	-56%	22%	-1%	7%	6	-2%	-3%
c1ccc(-c2cnnc(-c3ccccn3)n2)cc1	/	/	/	4.5µM*	/	-1%	/	/	-22%	2%
CSc1sc(C(=O)NNC(=O)c2ccc(Cl)cc2)c2c1C=CCC2	1%	-3%	-0.1%	14%	-4%	3%	-2%	15	-13%	-4%
COCCn1nnnc1C(C(C)C)N1CCSCC1 (stereo unspecified)	3%	-11%	-1.8%	-4%	2%	-1%	-2%	0	-5%	15%
COc1ccc(CC(=O)NC(CC(=O)O)c2ccc(OC)cc2)cc1 (stereo unspecified)	-3%	-18%	-0.3%	7%	-4%	0%	-10%	-2	21%	3%

Sorted by value in PTAP TSG101 blk (lowest first): some entries from above
| compound | PTAP TSG101 blk |
| --- | --- |
| O=C(O)CCCC(=O)Nc1ccc(Cl)cc1 | -9% |
| CC1CN(CC(=O)Nc2ccc(S(N)(=O)=O)cc2)CC(C)O1 (stereo unspecified) | -4% |
| COc1ccc(CC(=O)NC(CC(=O)O)c2ccc(OC)cc2)cc1 (stereo unspecified) | 0% |

Shown with bars between the fields: entries from further up
mol | A-T KAP1 phos | ELG1 repair inh | B2AR arrestin | BRCA1 expr up | CXXC DNA block | PTAP TSG101 blk | p53 reactivation | TRPV1 ag | a7 integrin act | TCR activator
Cc1cc(C)n2ncc(C(=O)NC3CCCCC3)c2n1 | 3% | -1% | 0.0% | 0% | -4% | -4% | -1% | 2 | 17% | 2%
CCN1C(=O)N(CC)C(O)(c2ccccc2)C1(O)c1ccccc1 (stereo unspecified) | 5% | 0% | 0.1% | -1% | -9% | 1% | -7% | 2 | 12% | -6%
O=C(O)CCCC(=O)Nc1ccc(Cl)cc1 | 0%[11.5 µM] | 4% | 0.3% | -20% | 14% | -9% | -1% | 1 | -15% | 1%
O=C1C2CCCN2C(=O)N1CCN1CCN(c2cccc(C(F)(F)F)c2)CC1 (stereo unspecified) | / | / | / | -17% | / | 0% | / | / | -5% | 6%
COc1cccc(CNCc2ccccc2Br)c1OC | -4% | 0% | -0.3% | 39% | -13% | 0% | / | 1 | 1% | /
CC1=C(/C=C/C(C)=N\NC(=O)c2ccncc2)C(C)(C)CCC1 | -4% | -8% | -0.1% | -23% | 26% | -4% | -3% | ? | -44% | -2%
COc1cc(CN(CCN(C)C)Cc2ccccc2)ccc1OCc1ccccc1 | 7% | 9% | -0.9% | -68% | 0% | 2% | / | 2 | -57%[inhibitor] | /
Cc1ccc(C2(c3ccccc3)NC(=O)N(CC(=O)NC3(C#N)CCCC3)C2=O)cc1C (stereo unspecified) | -1% | -2% | 0.2% | -7% | / | 1% | -16% | 4 | -24% | 3%
CN(CCOc1ccc(Cl)cc1)C(=O)c1cccc(S(=O)(=O)N2CCN(Cc3ccccc3)CC2)c1 | / | / | / | -39% | / | 0% | / | / | -41% | -3%
COc1cccc(C(=O)Nc2ccccc2C(=O)NC2CC2)c1 | 23% | 10% | -0.3% | 9% | 10% | 1% | -4% | 18 | 24% | 6%
Cc1cccc(N(C(=O)CCC(=O)Nc2cccnc2)C(C(=O)NC2CCCC2)c2ccncc2)c1 (stereo unspecified) | / | 1% | -0.5% | -10% | -16% | -6% | -7% | 2 | -27% | 0%[46.1 µM]
Cn1nnc2cc(C(=O)Nc3cccnc3)ccc21 | -6% | 21% | -0.5% | 1% | 14% | -5% | 6% | 2 | 20% | 0%
O=C(N/N=C/c1ccc2c(c1)OCO2)c1sc2cccc(Cl)c2c1Cl | 13% | -8% | -0.3% | -56% | 22% | -1% | 7% | 6 | -2% | -3%
c1ccc(-c2cnnc(-c3ccccn3)n2)cc1 | / | / | / | 4.5µM* | / | -1% | / | / | -22% | 2%
